Compound activity as filed in PubChem.
FLuc counter: counter-screen for miR-21 project: firefly luciferase inhibitors or activators; P08659; AID 588342; Potency, µM (highest dose often 57.5 µM), for inactives: top-dose activity change, negative = inhibition, most hits filed as inhibitors; hit rate 6.9% among 360,000; purified FLuc, Km substrates, luminescence inhibition;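 note: plate controls were vehicle for no effect and reference inhibitor for full effect; nearly all actives have a fitted effect of over 55% in size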
Target sequence (P08659 whole entry, looked up): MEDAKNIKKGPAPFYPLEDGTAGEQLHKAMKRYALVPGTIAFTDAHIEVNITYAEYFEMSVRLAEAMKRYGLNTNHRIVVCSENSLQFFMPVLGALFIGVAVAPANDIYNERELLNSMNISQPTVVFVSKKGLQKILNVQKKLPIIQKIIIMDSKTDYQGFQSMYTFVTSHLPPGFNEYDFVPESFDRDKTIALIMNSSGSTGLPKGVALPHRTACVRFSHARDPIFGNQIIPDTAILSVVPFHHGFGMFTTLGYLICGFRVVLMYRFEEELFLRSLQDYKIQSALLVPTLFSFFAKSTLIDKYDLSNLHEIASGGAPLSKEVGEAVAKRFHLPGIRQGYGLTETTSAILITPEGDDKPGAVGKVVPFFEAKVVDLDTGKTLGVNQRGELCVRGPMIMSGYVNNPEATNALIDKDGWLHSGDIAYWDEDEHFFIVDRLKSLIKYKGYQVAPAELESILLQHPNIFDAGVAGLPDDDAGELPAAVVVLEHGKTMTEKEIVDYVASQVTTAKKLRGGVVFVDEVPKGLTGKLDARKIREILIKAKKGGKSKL
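Purified P. pyralis luciferase, 10 nM final, with Km-level 10 uM D-luciferin and 10 uM ATP in 50 mM Tris acetate pH 7.5, 10 mM Mg acetate, 0.01% Tween-20, 0.05% BSA; 6-point qHTS titration about 60 µM downward; luminescence read.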
uPA surface inh: blocks generation of uPA at the cell surface | AID 540303 | hit rate 0.31% among 330,000 | cell surface uPA generation assay, qHTS | Potency, µM (doses to about 38.3 µM), for inactives: top-dose activity change, negative = inhibition, usual class: inhibitors; active = well fitted inhibition curve with a large enough effect; inconclusive = small, poorly fitted or top-dose-only effect; inactive = no such curve, though single readings can be large or run the other way; tested in mouse RAW 264.7 cells; note: % is set by controls: 0 for no effect and ±100 for the full control effect; nearly all actives have a fitted effect of over 55% in size
p53 reactivator: mutant p53 re-activation in reporter cells; H1299 p53-A138V BP100-luciferase reporter, luminescence, 24 h; Potency, µM (highest dose often 92.2 µM), inactives show top-dose activity change, positive = activation, most hits filed as activators; hit rate 0.063% among 320,000; AID 504706; note: % of control where 0% means no effect; nearly all actives have a fitted effect of over 45% in size
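p53-null H1299 cells stably carrying temperature-sensitive p53-A138V and a BP100-luciferase reporter were pinned with compounds (4-point, 1:5 series) and held 24 hrs at 37 deg C. Luminescence was read 10 min after detection reagent.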
VP16 counter: inhibits Gal4-VP16 luciferase reporter, ROR gamma counter-screen; Drosophila S2 Gal4-VP16 UAS-luciferase, luminescence, 20 h; Potency, µM (highest dose often 53.6 µM), without a hit: at the top dose activity, negative = inhibition, most hits filed as inhibitors; hit rate 3.5% among 310,000; AID 2546;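 note: Gal4-VP16 expression switched on by copper sulfate through the metallothionein promoter; % is set by controls: 0 for no effect and ±100 for the full control effect; nearly all actives have a fitted effect of over 50% in size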
NPC1 prom act: activates the NPC1 promoter. Huh7 NPC1 promoter luciferase reporter, 24 h. Potency, µM (series often up to 9.22 µM), for the others: at the highest dose activation, usual class: activators. hit rate 2.4% among 320,000. AID 485313;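 note: % of control where 0% means no effect; nearly all actives have a fitted effect of over 60% in size; reporter is driven by a mutant NPC1 promoter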
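Huh7 cells stably carrying NPC1 promoter–luciferase, plated in Opti-MEM with 10% FBS for 2 h, were exposed to compound in DMSO for 24 h at 37 °C; luciferase reagent was added for 10 min and luminescence read.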
Rab9 promoter act: activators of Rab9 promoter; Potency, µM (titrated, usually from 9.22 µM), for inactives: top-dose activation, negative = inhibition, hits mostly activators; Huh7 Rab9 promoter-luciferase reporter, luminescence, 24 h; hit rate 2.8% among 320,000; note: % of control where 0% means no effect; nearly all actives have a fitted effect of over 60% in size
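Promoter activation is measured as luciferase luminescence in Huh7 cells stably transfected with a Rab9 promoter–luciferase construct, following 24 h compound exposure at 37 °C and 10 min reagent incubation at ambient temperature.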
BRCA1 expr up: BRCA1 expression activation. Potency, µM (doses to about 46.1 µM), for inactives: at the top dose activation, hits mostly activators. hit rate 1.1% among 380,000. MCF7-BRCA1-FFLuc reporter, luminescence, 48 h; response scale: scaled: vehicle 0%, 10 µM genistein 100%; note: nearly all actives have a fitted effect of over 80% in size; some results filed as inactive show a strong effect at the top dose
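MCF7-BRCA1-FFLuc cells, 2000/well in phenol-red-free MEM, attached 2 h then treated 48 h at 37 C. Luciferase luminescence read 15 min after reagent; normalized to genistein maximum activation (10microM) and DMSO, concentration-response fitted.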
RORg inh: inhibitors of mouse ROR gamma transcriptional activity. P51450. Drosophila S2 Gal4-RORgamma UAS-luciferase reporter, 20 h. Potency, µM (doses to about 53.6 µM), without a hit: at the top dose activity change, negative = inhibition, usual class: inhibitors. hit rate 5.4% among 310,000. AID 2551; note: % is set by controls: 0 for no effect and ±100 for the full control effect; nearly all actives have a fitted effect of over 60% in size
Target sequence (P51450 whole entry, looked up, the tested form may be a part): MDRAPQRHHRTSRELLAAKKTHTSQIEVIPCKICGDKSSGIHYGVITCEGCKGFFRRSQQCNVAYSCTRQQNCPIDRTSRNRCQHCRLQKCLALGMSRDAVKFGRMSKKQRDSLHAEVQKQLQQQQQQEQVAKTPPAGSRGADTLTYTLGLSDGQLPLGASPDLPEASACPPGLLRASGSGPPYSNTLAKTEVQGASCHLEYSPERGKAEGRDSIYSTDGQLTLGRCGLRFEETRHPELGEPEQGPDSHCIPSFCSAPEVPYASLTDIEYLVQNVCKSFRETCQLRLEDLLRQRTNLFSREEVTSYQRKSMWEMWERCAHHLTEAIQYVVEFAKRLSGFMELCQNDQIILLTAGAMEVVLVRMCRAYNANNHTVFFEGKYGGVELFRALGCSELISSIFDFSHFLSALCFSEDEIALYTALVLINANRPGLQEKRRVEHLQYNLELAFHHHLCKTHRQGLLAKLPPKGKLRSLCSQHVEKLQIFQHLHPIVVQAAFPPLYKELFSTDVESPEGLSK
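Drosophila Schneider cells stably carrying a metallothionein-driven Gal4 DBD–ROR gamma fusion and a UAS-Photinus luciferase reporter were exposed to compound for 1 hr, then induced with copper sulfate (700 uM final) for 20 hr at ambient temperature before luminescence reading.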
MBNL1 CUG block: MBNL1-poly(CUG) RNA binding inhibition; Q9NR56; TR-FRET MBNL1-His/biotin-(CUG)12 binding, 665/545 ratio; Potency, µM (top dose mostly 57.5 µM), for the others: at the top dose activity change, negative = inhibition, hits mostly inhibitors; hit rate 0.036% among 280,000; active = well fitted inhibition curve with a large enough effect in the signal ratio, with a control signal flat, not every such curve was filed as active; inconclusive = small, poorly fitted or top-dose-only effect, or effect the other way, or a change in a side signal; inactive = no such curve, though single readings can be large or run the other way; the % refers to the signal ratio; note: % is set by controls: 0 for no effect and ±100 for the full control effect
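Ratiometric TR-FRET (665 over 545 nm, excitation 340 nm) tracks disruption of MBNL1-His/biotin-(CUG)12 complex after 60 min at room temperature, with compounds at 92 nM to 58 uM final.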
ELG1 genotoxic: genotoxicity induction in ELG1-luciferase HEK293T cells; hit rate 1.3% among 330,000; AID 504466; Potency, µM (series often up to 46 µM), for the others: at the top dose activity change, positive = activation, actives largely listed as activators; HEK293T ELG1-luciferase reporter, luminescence, 16 h; note: % of control where 0% means no effect; nearly all actives have a fitted effect of over 60% in size
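DMSO vehicle served as control against compound-treated ELG1-luciferase HEK293T cells; exposure lasted 16 hr at 37 °C and 5% CO2, followed by ONE-Glo luminescence detection after 30 min.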
The depositor's hits bear a star; ? = inconclusive; nt = not tested or not shown; [ ] = dose if it differs, or a comment. Unless noted, calls come from the whole dose curve; as a rule, active = well fitted curve in the direction sought with a large enough effect; inconclusive = small, poorly fitted or top-dose-only effect, or another doubt; inactive = no such curve, though single readings can be large; an effect the other way counts as inactive or inconclusive. Potency is the fitted concentration of half-maximal effect.

SMILES	FLuc counter	uPA surface inh	p53 reactivator	VP16 counter	NPC1 prom act	Rab9 promoter act	BRCA1 expr up	RORg inh	MBNL1 CUG block	ELG1 genotoxic
CCOC(=O)N1CCC(n2c(SCC(=O)N3CCCC3)nc3ccccc3c2=O)CC1	1%	3%	-5%	-3%	-10%	-2%	-3%[1.84 µM]	3%	-12%	-2%
COc1cccc(Nc2nnc(SCn3nnc4ccccc4c3=O)s2)c1	-12%	5%	4%	1%	-6%	-9%	27%	30%	-1%	-3%
O=C(Nc1ccncc1)c1cc2ccccc2o1	12µM*	-7%	14%	6%	?	28%	-8%	-11%	12%	17%
S=C(Nc1cc(Cl)cc(Cl)c1)N1CCN(c2ccccn2)CC1	4%	-6%	-2%	-22%	-5%	-10%	-2%	11µM*	-8%	-5%
COc1cccc(OCC(=O)NNC(=O)C(=O)Nc2ccc(OC)cc2OC)c1	?	4%	-17%	-12%	-1%	7%	-3%	-30%	-2%	-7%
Cc1ccccc1NC(=O)c1ccc(-n2cncn2)nc1	3%	nt	-1%	-6%[0.365 µM]	0%	-2%	-14%	18µM*	-5%	-9%
C=CCn1c(COc2ccc(F)cc2)nnc1SCC(=O)NC1CCS(=O)(=O)C1 (stereo unspecified)	-1%	6%	-1%	nt	3%	0%	8%	nt	nt	2%
Cc1ccnn2cc3c(=O)n(C)c(=O)n(C)c3c12	-1%	nt	-3%	-7%	-2%	4%	nt	-1%	3%	2%
CC(C)CN=Cc1c(O)c([N+](=O)[O-])cc2oc3c(c12)CCCC3	-6%	-7%	7%	-23%	-2%	1%	8%	-22%	?	-2%
COc1ccc(N(CC(=O)Nc2cccc(C(F)(F)F)c2)S(C)(=O)=O)cc1	-4%	3%	22%	-4%	2%	1%	18%	-26%	4%	0%
CCOC(=O)[C@H](CCc1ccccc1)N[C@@H](C)C(=O)N1[C@H](C(=O)O)C[C@H]2CCCC[C@@H]21	nt	nt	nt	-4%	6%[46.1 µM]	1%[46.1 µM]	nt	34%	nt	nt
COc1ccc2oc(=O)cc(-c3cc4ccccc4o3)c2c1	6%	-10%	-3%	-8%	-3%	-1%	6%	-22%	22%	-1%
O=C(Nc1ccc(Br)cc1F)c1ccncc1	-12%	4%	9%	6%	20%	2%	50%	-2%	-9%	12%
Oc1ccc(NCc2ccc(OCc3ccccc3)cc2)cc1	27µM*	?	?	-28%	-13%	-5%	-1%	?	?	?
O=C(COC(=O)C1c2ccccc2Oc2ccccc21)Nc1ccc2c(c1)OCO2	-12%	4%	-9%	3%	5%	1%	-3%	41%	2%	3%
CN(CC(=O)Nc1ccc(F)cc1)C(=O)COC(=O)Cc1c(F)cccc1Cl	-1%	3%	-3%	nt	0%	-4%	30%	nt	nt	3%
CCCOc1ccc(C2NC(=O)NC(c3ccccc3)=C2C(C)=O)cc1OCC (stereo unspecified)	8%	nt	-2%	0%	2%	-3%	-22%	-13%	-4%	0%
CCCc1nc(SCC(=O)NC2CC2)c2c(C)c(C)sc2n1	1%	0%	-1%	5%	-1%	-1%	-11%	-8%	12%	-9%
COc1ccc(CN(C)C(=O)c2ccccc2OCc2c(C)noc2C)cc1OC	-3%	?	0%	nt	0%	0%	-6%	nt	nt	1%
Cc1ccc(O)c(CC(C)C)n1	2%	10%	2%	8%	0%	0%	-17%	-1%	6%	1%
CCCc1c(NC(=O)Nc2ccc(F)cc2)cnn1-c1ccc(Cl)cc1	-2%	-6%	5%	3%	0%	-9%	-48%	?	-6%	-8%
COc1ccc2cc(S(=O)(=O)NCCCN3CCOCC3)ccc2c1	-2%	0%	3%	-4%	-5%	-4%	-29%	17%	14%	-3%
Cc1cccc(NC(=O)CSc2nnc(-c3ccco3)c(-c3ccco3)n2)c1	?	0%	-1%	2%	-1%	5%	1%	12%	?	1%
Cc1cccn2c(=O)c(C=C(C#N)C#N)c(N3CCN(c4ccccc4)CC3)nc12	-2%	-8%	3%	-8%	6%	0%	-61%	13%	24%	-1%
COc1ccc(N2CSC3=C(C#N)C(c4cc(OC)c(OC)cc4OC)CC(=O)N3C2)c(OC)c1 (stereo unspecified)	?	-29%	9%	4%	1%	0%	-25%	13µM*	?	5%
CCOCCCNC(=S)Nc1cc(OCC)c(NC(=O)c2ccco2)cc1OCC	-2%	7%	-1%	-4%	1%	-8%	-23%	7.9µM*	5%	-4%
CCOc1cc(-c2c(C)c(CC)nc(N)c2C#N)ccc1O	-1%	-10%	-1%	-1%	-1%	1%	-52%	-11%	12%	-2%
O=C(COC(=O)c1cc(=O)[nH]c2ccccc12)NC(=O)c1ccccc1	0%	4%	11%	nt	1%	1%	13%	nt	nt	-7%
Cc1ccc(CNC(=O)COC(=O)c2ccc(S(=O)(=O)N3CCCCCC3)cc2)cc1	-1%	12%	7%	nt	-3%	-1%	7%	nt	nt	-3%
O=C(Nc1cccc(C(=O)O)c1)/C(=C\c1ccc2c(c1)OCO2)NC(=O)c1ccc(Br)cc1	?	1%	1%	-3%	3%	13%	25%	25%	-17%	0%
O=S(=O)(c1ccc(F)cc1)N1CCN(Cc2nnc(-c3ccccc3)o2)CC1	-2%	-7%	3%	nt	-1%	-2%	1%	nt	nt	-1%
CCOC(=O)c1cc(C(C)C)sc1NC(=O)COC(=O)CCS(=O)(=O)c1ccccc1	1%	-3%	0%	-3%	-5%	0%	-20%	?	0%	1%
Cn1cccc1Cc1nnc(SCC(=O)N2CCOCC2)n1CCc1ccccc1	-2%	-3%	8%	3%	-4%	-2%	2%	-13%	-2%	1%
N=c1c(C(=O)NCc2ccco2)cc2c(=O)n3ccccc3nc2n1CCc1ccccc1	3%	-14%	27%	-7%	1%	4%	-43%	31%	?	-2%
O=C(/C=N/O)NCCCN1CCCCCC1	0%	8%	-1%	3%	-4%	-2%	16%	3%	2%	0%
Cc1cc(C)c2nc(NC(=O)[C@@H](NC(=O)c3cccc(S(=O)(=O)N4CCOCC4)c3)C(C)C)sc2c1	?	?	10%	-5%	-19%	-24%	-79%	13%	-6%	1%
CCCn1c(=O)c2ccccc2n2c(Sc3nnnn3-c3ccccc3)nnc12	0%	-6%	?	-7%	-2%	7%	-23%	0%	1%	-3%
COC(=O)c1ccc2c(c1)C(=O)/C(=C/c1ccc(C)cc1)O2	?	2%	10%	-21%	?	?	89%	4%	nt	15%
COc1cc2c(cc1OC)CN(Cc1ccc(C)s1)CC2	-3%	7%	-1%	2%	-1%	-5%	-22%	5%	4%	0%
CCCN(C(=O)c1c(-c2ccccc2)noc1C)c1c(N)n(Cc2ccccc2)c(=O)[nH]c1=O	-2%	-9%	-13%	nt	4%	15%	-34%	nt	nt	-3%
O=C(NCCCN1CCN(c2ccc(F)cc2)CC1)C1CCCN(c2ncnc3c2nc2n3CCCCC2)C1 (stereo unspecified)	1%	-14%	2%	2%	-7%	?	-23%	-9%	-6%	-15%
CCc1ccccc1NC(=O)CCS(=O)(=O)c1ccc(OC)cc1	-2%	-2%	-2%	3%	-3%	-9%	-1%	-4%	0%	-1%
CCN(CC(=O)Nc1cc(OC)ccc1OC)Cc1nc2ccccc2c(=O)[nH]1	0%	0%	-1%	-7%	-4%	0%	-6%	20µM*	3%	-10%
COc1ccc(CCN2CCCC(CN(C)C(=O)c3ccoc3)C2)cc1 (stereo unspecified)	15µM*	13%	?	4%	2.5µM*	2.2µM*	?	2%	0%	16µM*
O=c1oc2c(Cl)cc(Cl)cc2cc1-c1nnc(Nc2ccccc2F)s1	0%	nt	1%	0%	-8%	-1%	nt	7%	?	1%
CCN1CCN(Cc2nnc(-c3ccccc3)o2)CC1	-1%	-2%	6%	5%	-2%	0%	1%	13%	0%	4%
O=C1OC(CO)CN1Cc1ccccc1 (stereo unspecified)	0%	5%	-4%	-3%	-3%	-2%	1%	-2%	-5%	-1%
O=C(CN1CCSCC1)N/N=C/c1ccc(F)cc1F	-3%	nt	4%	4%	9%	6%	15%	28%	-3%	1%
Cn1c2c(c(=O)[nH]c1=O)C(c1ccc(O)cc1)C1=C(N2)c2ccccc2C1=O (stereo unspecified)	17µM*	-16%	0%	-17%	-11%	-4%	-72%	-44%	?	1%
O=C(COC(=O)c1cc([N+](=O)[O-])ccc1N1CCOCC1)NC1CCS(=O)(=O)C1 (stereo unspecified)	-1%	0%	-3%	nt	1%	-2%	-3%	nt	nt	7%
C=CCn1c(C(C)NC(=O)C(C)(C)C)nc2ccccc21 (stereo unspecified)	9%	13%	4%	-3%	-3%	-3%	10%	4%	-13%	0%
Cc1ccc(CNCc2cc(Cl)ccc2O)cc1	-14%	3%	9%	nt	-4%	-2%	11%	nt	nt	3%
C/C(=N\NC(=O)c1cc(C)oc1C)c1ccc2ccccc2c1	-15%	-3%	2%	-29%	10%	10%	23%	2.2µM*	0%	6%
